Compound activity as filed in PubChem.
GALK inhibitor: inhibitors of human galactokinase (GALK); AID 1347072; P51570; recombinant GALK, Kinase-Glo ATP luminescence, 1 h; 44,000 tested, under 10 active; Potency, µM (titrated, usually from 57.5 µM), without a hit: top-dose activity, negative = inhibition, actives largely listed as inhibitors;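 also: plate controls were full GALK reaction for no effect and reaction lacking GALK for full effect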
Target sequence (P51570 whole entry, looked up): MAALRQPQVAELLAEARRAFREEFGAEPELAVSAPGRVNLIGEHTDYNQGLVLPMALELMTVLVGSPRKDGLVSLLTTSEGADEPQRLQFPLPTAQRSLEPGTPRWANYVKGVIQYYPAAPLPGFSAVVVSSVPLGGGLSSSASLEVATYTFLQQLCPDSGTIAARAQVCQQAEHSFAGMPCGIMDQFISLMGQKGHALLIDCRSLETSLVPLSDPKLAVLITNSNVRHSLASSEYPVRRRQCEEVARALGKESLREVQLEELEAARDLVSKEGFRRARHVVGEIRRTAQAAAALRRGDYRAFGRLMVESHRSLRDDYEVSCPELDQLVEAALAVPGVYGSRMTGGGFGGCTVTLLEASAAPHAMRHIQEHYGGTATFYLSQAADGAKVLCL
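Reactions with and without enzyme served as controls. GALK at 5 nM phosphorylates 100 uM galactose using 35 uM ATP (HEPES pH 8.0, Mg2+) for 1 h at RT, with luminescence read 10 min after adding Kinase-Glo Plus.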
NTMT1 inhibitor: blocks human N-terminal methyltransferase 1 activity | Q9BV86 | NTMT1 MTase-Glo SAH luminescence, purified enzyme | Potency, µM (doses to about 114 µM), for inactives: top-dose activity change, negative = inhibition, hits mostly inhibitors | 59,000 compounds, 2.5% hits | AID 1645870;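 also: potency is read from the fitted curve at half-maximal effect; plate controls were DMSO vehicle for no effect and no enzyme for full effect; nearly all actives have a fitted effect of over 65% in size; many of its hits are not listed in these tables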
Target sequence (Q9BV86 whole entry, looked up): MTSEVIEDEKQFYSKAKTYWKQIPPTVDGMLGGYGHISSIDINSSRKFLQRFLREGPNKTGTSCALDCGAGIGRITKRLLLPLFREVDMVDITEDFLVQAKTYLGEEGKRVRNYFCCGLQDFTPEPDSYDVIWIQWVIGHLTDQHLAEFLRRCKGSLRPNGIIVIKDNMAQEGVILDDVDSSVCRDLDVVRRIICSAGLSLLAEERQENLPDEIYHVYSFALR
TSG101-PTAP inh: inhibitors of HIV-1 PTAP binding to human TSG101, validation. Fluorescence polarization, FITC-PTAP peptide/Tsg101, 20 min. Potency, µM (top dose mostly 115 µM), for the others: top-dose activity change, negative = inhibition, hits mostly inhibitors. AID 1347069. Q99816. 44,000 tested, under 10 active; also: potency is read from the fitted curve at half-maximal effect; 0% is about no effect
Target sequence (Q99816 whole entry, looked up): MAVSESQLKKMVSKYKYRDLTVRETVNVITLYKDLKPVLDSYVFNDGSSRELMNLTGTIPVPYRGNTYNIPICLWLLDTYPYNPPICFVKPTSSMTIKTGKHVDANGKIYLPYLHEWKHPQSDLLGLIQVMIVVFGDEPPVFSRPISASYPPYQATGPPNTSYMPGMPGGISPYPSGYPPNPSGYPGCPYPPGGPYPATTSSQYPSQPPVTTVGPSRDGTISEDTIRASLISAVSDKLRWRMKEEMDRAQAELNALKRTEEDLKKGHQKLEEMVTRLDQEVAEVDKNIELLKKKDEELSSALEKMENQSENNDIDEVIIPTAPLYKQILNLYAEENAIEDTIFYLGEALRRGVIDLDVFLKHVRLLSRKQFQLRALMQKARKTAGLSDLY
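FITC-labeled PTAP peptide (50 nM final) binding to Tsg101 binding domain (10 uM final) read by fluorescence polarization after 20 min at r.t. in HEPES pH 7.5 buffer. Actives by CRC class, <25 µM.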
B2AR arrestin ag: beta-arrestin recruitment by human beta2-adrenergic receptor ligands. 44,000 tested, under 10 active. Potency, µM (top dose mostly 46.1 µM), without a hit: at the top dose activation, usual class: activators. P07550. HTLA Tango cells, beta-arrestin recruitment, luciferase luminescence, 18 h;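 also: potency is read from the fitted curve at half-maximal effect; 0% = DMSO and full agonism = EC100 isoproterenol or metaproterenol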
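Luminescence read-out: arrestin recruitment to recombinant beta2-AR releases tTA, inducing luciferase. Cells exposed 18 hr at 37 degrees C to up to 46 microM compound; %Activity from corrected signal, concentration-response curves classified by r2, magnitude and efficacy.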
FH mod: Identification of activators of human fumarate hydratase by quantitative high-throughput screening | FH coupled MDH/diaphorase resazurin fluorescence, 15 min | Potency, µM (top dose mostly 79.9 µM), inactives show top-dose activity change, negative = inhibition, most hits filed as inhibitors | 54,000 compounds, 0.22% hits; also: potency is read from the fitted curve at half-maximal effect; % is scaled to controls: 0 for no effect and ±100 for the full control effect; the screen sought activators but most active calls are inhibition curves; nearly all actives have a fitted effect of over 45% in size
p53null 39C kill: kills p53 null cells at the nonpermissive temperature; 55,000 compounds, 0.97% hits; Potency, µM (top dose mostly 46.1 µM), without a hit: at the highest dose activity, negative = cell killing, usual class: cytotoxic; H1299 p53-null (neo) cells, 39C, ATPlite viability, 24 h;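 also: potency is read from the fitted curve at half-maximal effect; 0% = DMSO only and -100% = full killing by 100 µM tamoxifen; nearly all actives have a fitted effect of over 50% in size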
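Luminescent ATP signal reported cell survival after H1299 lines (neo, p53 null; or p53 A138V) received up to 46 uM compound and 24 hr incubation at 39C.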
p53null 32C tox: kills p53 null cells at the permissive temperature | H1299-neo p53 null cells, ATP luminescence, 24 h, 32C | Potency, µM (top dose mostly 46.1 µM), without a hit: at the highest dose activity change, negative = cytotoxicity, usual class: cytotoxic | 55,000 compounds, 0.62% hits;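 also: potency is read from the fitted curve at half-maximal effect; 0% = DMSO only and -100% = full killing by 100 µM tamoxifen; nearly all actives have a fitted effect of over 55% in size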
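Luminescent ATP readout gave cell viability of p53-null H1299-neo cells after a 24 h compound exposure at the permissive 32C. Titrations ran up to 46 uM, and AC50s were fitted with the standard Hill equation.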
* = called active by the depositor; ? = inconclusive; nt = not tested or not shown; [ ] = dose if it differs, or a comment. Calls follow the shape of the dose curve; as a rule, active = well fitted curve in the direction sought with a large enough effect; inconclusive = small, poorly fitted or top-dose-only effect, or another doubt; inactive = no such curve, though single readings can be large; an effect the other way counts as inactive or inconclusive. An excerpt, so the mix of outcomes need not match the whole.

SMILES	GALK inhibitor	NTMT1 inhibitor	TSG101-PTAP inh	B2AR arrestin ag	FH mod	p53null 39C kill	p53null 32C tox
COc1ccc(Cn2c(=O)[nH]c3cc(C(=O)N4CCN(c5cccc(OC)c5)CC4)ccc3c2=O)cc1	3%	?	4%	0%	-10%	-7%	-5%
Cc1cccc(N2CCN(C(=O)C3CCN(S(=O)(=O)Cc4ccccc4)CC3)CC2)c1C	2%	nt	-2%	-3%	nt	6%	1%
Cc1ccc2nc(N(Cc3cccnc3)C(=O)Cc3ccccc3)sc2c1	-1%	8%	3%	0%	nt	?	62%[activator]
Cc1cccn2c(=O)c3cc(C(=O)NCCc4ccc(S(N)(=O)=O)cc4)n(C)c3nc12	-2%	1%	-2%	-1%	7%	-12%	-3%
COc1ccc(CNC(=O)C2CCN(S(=O)(=O)c3cccc(-c4noc(C)n4)c3)CC2)cc1	-2%	-3%	1%	-3%	7%	-1%	2%
O=C(c1ccc(Cl)cc1)n1nc(-c2ccccc2)nc1NCc1ccco1	6%	11%	-2%	1%	-14%	-18%	-1%
Cc1ccc(C)c(Cn2c(C(C)NC(=O)c3ccccc3)nc3ccccc32)c1 (configuration not stated)	-3%	-2%	2%	-3%	3%	-27%	-2%
CCOC(=O)c1scc(-c2ccc(C)cc2)c1S(=O)(=O)N1CCN(c2ccccc2)CC1	-2%	6%	0%	0%	?	10%	-2%
CC(C)c1ccc(NC(=O)Cn2nnc(C(=O)NCc3cccs3)c2N)cc1	1%	3%	1%	-2%	1%	2%	6%
COc1ccccc1C(=O)Nc1nnc(S(=O)(=O)N2CCN(c3ccc(F)cc3)CC2)s1	2%	27%	2%	-1%	-12%	-16%	-13%
CCN(CC)CCNC(=O)c1cc2c(-c3cccc(OC)c3)nn(C)c2s1	-2%	?	-3%	0%	-11%	-8%	6%
COC(=O)c1ccc(C2c3c(-c4ccc(Br)cc4)n[nH]c3C(=O)N2c2ccc(Cl)cc2)cc1 (configuration not stated)	0%	15%	-4%	0%	?	26%	15%
COc1cccc(NC(=O)Cn2cc(S(=O)(=O)Cc3ccccc3F)c3ccccc32)c1	0%	5%	0%	-1%	?	?	11%
CCCCN(CCCNC(=O)CN1N=C(c2ccc(C)cc2)CCC1=O)c1ccccc1	-2%	-5%	-4%	1%	-21%	12%	4%
COc1ccccc1CNc1ccc(-c2nc(-c3ccccc3C)no2)cc1[N+](=O)[O-]	-2%	16%	5%	-3%	-1%	4%	?
COc1cc(CCC(=O)NCc2ccc3c(c2)CCN3C(=O)c2ccccc2)cc(OC)c1OC	1%	-19%	-4%	1%	1%	3%	-8%
O=C(/C=C/c1ccccc1)Nc1cc(-c2nc3cc(Cl)ccc3o2)ccc1Cl	1%	-1%	0%	1%	5%	-27%	0%
Cc1ccc(-c2nc3c4ccccc4n(Cc4cccc(Cl)c4)c(=O)n3n2)cc1	0%	9%	-12%	-3%	3%	20%	-6%
O=C(Cn1c(-c2cccs2)cc2ccccc21)NCc1ccccc1Br	2%	-11%	-8%	2%	1%	-11%	-19%
COc1cc(Cl)c(C)cc1NC(=O)c1cc(CN2CCOCC2)on1	2%	-5%	-5%	1%	-4%	-7%	1%
COc1ccc(C2C(C(N)=O)=C(C)Nc3nc(-c4ccccc4Cl)nn32)cc1 (configuration not stated)	-11%	-2%	-3%	1%	-9%	-10%	6%
O=C(NCc1ccc(Cl)cc1)C1CCCN(c2nc3ccccc3n3cccc23)C1 (configuration not stated)	4%	17%	-1%	0%	-35%	-18%	30%
Cc1csc2nc(COc3ccccc3NC(=O)c3ccc(C(C)(C)C)cc3)cc(=O)n12	2%	3%	6%	0%	-4%	?	-11%
CCC(C)NC(=O)CSc1nc2cc3c(cc2c(=O)n1CCCCCC(=O)NCc1ccc2c(c1)OCO2)OCO3 (configuration not stated)	1%	2%	1%	-3%	15%	9%	-5%
Cn1c(=O)oc2cc(S(=O)(=O)N3CCC(C(=O)NCc4ccccc4)CC3)ccc21	-10%	4%	3%	0%	14%	-6%	-4%
CCCCNC(=O)C(CC)Sc1nnc(-c2cccc(F)c2)c(-c2cccc(F)c2)n1 (configuration not stated)	-7%	-7%	0%	?	-6%	6%	29%
Cc1cccc(CC(=O)NCCc2csc(-c3ccc(C(F)(F)F)cc3)n2)c1	1%	-1%	-4%	0%	-22%	17%	0%
CCC(=O)Nc1ccc(CC)cc1-c1nc2ccccc2n(Cc2ccccc2)c1=O	2%	-9%	2%	-3%	-8%	2%	-5%
Cc1oc(-c2ccccc2Cl)nc1CS(=O)CC(=O)NCc1ccccc1Cl (configuration not stated)	-16%	-4%	-1%	1%	-4%	-9%	1%
CCOC(=O)c1cnn(-c2ccc(OC)cc2)c1C1CCN(C(=O)OC(C)(C)C)CC1	7%	11%	2%	0%	?	21%	24%
COc1ccc(Cl)cc1NC(=O)Cn1cnc2c1c(=O)n(C)c(=O)n2C	-1%	-6%	-2%	1%	-9%	2%	-3%
COc1ccccc1C(=O)Oc1c(Sc2ccccc2)c(C)nn1-c1ccccc1	4%	5%	-4%	1%	-24%	?	?
O=C(NCC(c1cccnc1)N1CCc2ccccc21)c1ccc(F)c(F)c1 (configuration not stated)	3%	-14%	1%	-1%	-44%	7%	38%[activator]
COc1cc(C2CC(=O)c3cnc(N4CCN(CCO)CC4)nc3C2)cc(OC)c1OC (configuration not stated)	-1%	9%	-9%	0%	-3%	-22%	14%
CCOc1ccccc1CNC(=O)CCCN1C(=O)c2cccnc2Oc2ccc(Cl)cc21	1%	-20%	-2%	1%	-1%	-9%	-15%
CCN(CC)S(=O)(=O)c1ccc2nc(NC(=O)c3cncc(Br)c3)sc2c1	-1%	-4%	-1%	0%	-13%	?	?
Cc1ccc(NC(=O)CSc2nnc(COc3ccc(Cl)cc3)o2)cc1	2%	nt	-2%	-2%	nt	9%	7%
CCOC(=O)c1cccc(NC(=O)c2cn(-c3cccc(OC)c3)c(=O)c3ccccc23)c1	-7%	-22%	-1%	-2%	-23%	54%[activator]	1%
COC(=O)c1ccc(NC(=O)CC2C(=O)N(c3cccc(OC)c3)C(=O)N2C(C)C)cc1 (configuration not stated)	1%	nt	1%	0%	nt	-20%	-7%
Cc1cccc(-n2ncc(C(=O)N3CCN(C(=O)c4ccco4)CC3)c2C2CCN(C(=O)OC(C)(C)C)CC2)c1	-3%	-3%	0%	0%	1%	-2%	3%

Reformatted: entries from further up
SMILES | GALK inhibitor | NTMT1 inhibitor | TSG101-PTAP inh | B2AR arrestin ag | FH mod | p53null 39C kill | p53null 32C tox
CCC(=O)Nc1ccc(CC)cc1-c1nc2ccccc2n(Cc2ccccc2)c1=O | 2% | -9% | 2% | -3% | -8% | 2% | -5%
COc1ccc(Cl)cc1NC(=O)Cn1cnc2c1c(=O)n(C)c(=O)n2C | -1% | -6% | -2% | 1% | -9% | 2% | -3%
Cc1oc(-c2ccccc2Cl)nc1CS(=O)CC(=O)NCc1ccccc1Cl (configuration not stated) | -16% | -4% | -1% | 1% | -4% | -9% | 1%
COc1ccc(C2C(C(N)=O)=C(C)Nc3nc(-c4ccccc4Cl)nn32)cc1 (configuration not stated) | -11% | -2% | -3% | 1% | -9% | -10% | 6%

The results go on.
SMILES	GALK inhibitor	NTMT1 inhibitor	TSG101-PTAP inh	B2AR arrestin ag	FH mod	p53null 39C kill	p53null 32C tox
O=C(Nc1cc(F)ccc1F)N1CCC(CN2CCOCC2)CC1	0%	13%	0%	0%	6%	-5%	-6%
Cc1ccc(-c2c(CN3CCN(c4cc(Cl)ccc4C)CC3)csc2C)cc1	?	8%	-1%	3%	-15%	-19%	-13%
CCOC(=O)c1cc(S(=O)(=O)N2CCN(c3ccc(C)cc3C)CC2)[nH]n1	0%	14%	0%	0%	-16%	13%	16%
CCCN(c1ccc(C(C)C)cc1)S(=O)(=O)c1ccc2c(c1)n(C)c(=O)c(=O)n2C	9%	-7%	-1%	1%	-3%	-3%	0%
Cc1cc(C)c2nc(N(Cc3cccnc3)C(=O)CCOc3ccccc3)sc2c1	2%	-1%	4%	-3%	9%	-8%	4%
O=C(NCc1cccs1)C1CCN(C(=O)N2CCOc3ccc(Cl)cc32)CC1	-13%	13%	1%	5%	2%	11%	16%
O=C(CSc1cn(CCNC(=O)c2c(F)cccc2F)c2ccccc12)Nc1ccc(F)cc1	8%	2%	0%	0%	-12%	nt	nt
Cc1ccc(S(=O)(=O)n2nc(C)c(S(=O)(=O)N3CCCCCC3)c2C)cc1	-2%	4%	-5%	2%	5%	-12%	6%
Cc1ccc(-n2cc(C(=O)OCc3ccc(F)c(F)c3)c3ccccc3c2=O)cc1	-2%	18%	-6%	0%	3%	50%[activator]	-3%
CSc1ccc(CCNC(=O)c2ccc(-c3nc(COc4ccccc4)c(C)o3)cc2)cc1	-4%	-1%	1%	0%	-19%	14%	-4%
Cc1ccc(-c2noc(-c3nnn(CC(=O)Nc4cccc(C(F)(F)F)c4)c3N)n2)cc1	-1%	-28%	0%	1%	-3%	0%	-14%
COc1cc(C2C(C(=O)Nc3ccc(C)cc3C)=C(C)Nc3nc(SCc4ccccc4)nn32)cc(OC)c1OC (configuration not stated)	-1%	-2%	-4%	-2%	4%	-15%	-2%
Cc1cc(S(=O)(=O)Nc2ccc(O)c(Sc3nc4ccccc4s3)c2)ccc1Cl	0%	-9%	-4%	1%	?	-4%	46%[activator]
CCOc1cc(C2C(C(=O)OC)=C(C)NC3=C2C(=O)c2ccccc23)c(Br)cc1O (configuration not stated)	-1%	-18%	-3%	6%	-27%	16%	18%
CCOC(=O)c1cc(-c2ccc(F)cc2)n(CCC(=O)NCc2ccc(C)cc2)c1C	2%	22%	0%	-1%	-20%	23%	-3%
Cc1ccc(NC(=O)Nc2cccs2)c(C)c1	4%	-11%	0%	1%	-1%	0%	-12%
Fc1ccccc1N1CCN(c2nccn3nc(-c4ccc(Br)cc4)cc23)CC1	-5%	-29%	0%	-1%	-2%	-20%	5%
Cc1cccc(N2CC(c3nc4ccc(C)cc4[nH]3)CC2=O)c1 (configuration not stated)	-13%	13%	-6%	-3%	-5%	-17%	1%
Cc1nn2c(=O)cc(COC(=O)c3cccc(NC(=O)COc4ccc(C)c(C)c4)c3)nc2s1	4%	-7%	1%	0%	-22%	-15%	-25%
CCOc1cc(C2C(C(=O)OC)=C(C)NC3=C2C(=O)c2ccccc23)cc(Cl)c1O (configuration not stated)	-2%	nt	-4%	6%	nt	4%	1%

Taken from above.
Under p53null 32C tox, Fc1ccccc1N1CCN(c2nccn3nc(-c4ccc(Br)cc4)cc23)CC1 is entered as 5%
Under GALK inhibitor, Cc1cc(S(=O)(=O)Nc2ccc(O)c(Sc3nc4ccccc4s3)c2)ccc1Cl is entered as 0%
Under FH mod, Cc1ccc(-c2noc(-c3nnn(CC(=O)Nc4cccc(C(F)(F)F)c4)c3N)n2)cc1 is entered as -3%
